SR-BI HDL uptake – mouse SR-BI HDL lipid transfer inhibition; inhibition, % at 12.5 µM; ldlA[mSR-BI] CHO cells, DiI-HDL uptake fluorescence, 3 h; 320,000 compounds, 0.96% hits;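 active means mean replicate inhibition of at least 70% and a set share of replicates each scoring 70 or more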;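 further: 0% = median of neutral control wells and 100% = median of positive control wells; values of inactives mirror those of a sister screen read the other way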
RTF Ca sens act – increases calcium sensitivity of human cardiac regulated thin filaments. IANBD-labeled TnC RTF fluorescence at EC20 calcium; 0% EC20 calcium, 100% full calcium. 340,000 compounds, 0.24% hits. AID 493008. P19429+P45379. activation, % at 7.2 µM;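 active means activation above the mean over all tested compounds plus 3 SD, cut at about 30% in these data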;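 further: rise in fluorescence read as greater calcium sensitivity of cardiac thin filaments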
dFosB activator – mouse delta FosB homodimer activation | purified delta FosB, TAMRA-CDK5 oligo fluorescence polarization; percent of positive-control signal above neutral wells | activation, % at 25 µM | 340,000 compounds, 0.99% hits | P13346 | AID 493131;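 active means mean activation above about 17%, with every replicate also reaching it, limit read from the data, passing the limit was not always enough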;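 further: fluorescence polarization rise as delta FosB binds a TAMRA Cdk5 AP-1 oligo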
Target sequence (P13346 whole entry, looked up): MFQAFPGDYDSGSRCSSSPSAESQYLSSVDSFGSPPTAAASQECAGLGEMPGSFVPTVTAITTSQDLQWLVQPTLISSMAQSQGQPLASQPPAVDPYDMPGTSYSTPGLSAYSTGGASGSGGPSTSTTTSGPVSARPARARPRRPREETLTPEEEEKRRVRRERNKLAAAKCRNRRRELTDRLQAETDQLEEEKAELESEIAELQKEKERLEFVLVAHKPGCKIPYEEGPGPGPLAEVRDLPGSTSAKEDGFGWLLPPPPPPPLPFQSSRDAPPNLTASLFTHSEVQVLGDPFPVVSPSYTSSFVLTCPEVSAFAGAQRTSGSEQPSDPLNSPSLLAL
SR-BI DiI-HDL act – enhances SR-BI lipid uptake from DiI-HDL. CHO ldlA[mSR-BI] cells, DiI-HDL uptake fluorescence, 3 h; 100 = double the neutral-control signal. activation, % at 12.5 µM. 320,000 compounds, 0.096% hits. AID 504775;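 active means mean replicate activation of at least 60% and every replicate at or above 60%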;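 further: 0% = median plate neutral-control signal and 100% = twice that signal; values of inactives mirror those of a sister screen read the other way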
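System: LDL receptor-deficient CHO ldlA cells overexpressing murine SR-BI | Timing: 3 h uptake period with compound, 37 °C | Medium: HEPES-buffered (25 mM, pH 7.4) F12 plus 0.5% BSA | Dosing: Single-point compound dose | Signal: Bottom-read fluorescence, 550/595 nm | Read-out: Retained DiI signal reflecting DiI-HDL uptake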
HTR5A ag ctr – counter-screen for OPRM1-OPRD1 agonists: human HTR5A agonism. P47898. HTR5A agonist assay, luminescence, cell-based. activation, % at 9.3 µM. 340,000 compounds, 0.61% hits. AID 504692; in the data active means activation mostly above about 9.5%, no sharp cut-off; inactive means mostly below about 7.6%;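 further: 0% = cells with vehicle only and 100% = reference agonist; strong numbers were not always called active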
Target sequence (P47898 whole entry, looked up): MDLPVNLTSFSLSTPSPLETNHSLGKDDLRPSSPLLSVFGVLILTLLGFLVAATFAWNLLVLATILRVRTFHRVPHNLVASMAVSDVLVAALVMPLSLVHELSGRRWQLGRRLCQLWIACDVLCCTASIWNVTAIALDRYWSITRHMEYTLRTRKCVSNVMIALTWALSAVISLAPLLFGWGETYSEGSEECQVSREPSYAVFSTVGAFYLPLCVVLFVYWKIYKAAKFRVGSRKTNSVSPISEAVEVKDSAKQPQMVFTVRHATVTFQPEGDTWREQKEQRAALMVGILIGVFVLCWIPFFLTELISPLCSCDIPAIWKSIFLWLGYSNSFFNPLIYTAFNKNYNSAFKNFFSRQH
CDK5 inh – inhibitors of human CDK5/p35 kinase; Q00535+Q15078; Recombinant CDK5/p35, ADP-Glo luminescence, 60 min; inhibition, % at 10 µM; 330,000 compounds, 0.01% hits;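 active means highest replicate inhibition of at least 50% and at least 75% of replicates reaching 50%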;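 further: plate controls were DMSO neutral control for no effect and GW8510 at 10 µM for full effect; many of its hits are not listed in these tables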
Wnt act – activators of Wnt/beta-catenin signaling; 300,000 compounds, 1.2% hits; activation, % at 9.35 µM; AID 743398; Wnt/beta-catenin reporter cell assay, activator, plate reader; in the data active means activation above about 30%, passing the limit was not always enough;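 further: 0% = neutral control wells and 100% = positive control wells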
Rtt109 HAT inh – blocks Candida albicans Rtt109/Vps75 acetyltransferase activity. Q5AAJ8. purified Rtt109/Vps75, ThioGlo CoA-SH fluorescence, 4 h. inhibition, % at 34.9 µM. 330,000 compounds, 0.16% hits. AID 540336;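 active means inhibition of at least 50% in every replicate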
Target sequence (Q5AAJ8 whole entry, looked up): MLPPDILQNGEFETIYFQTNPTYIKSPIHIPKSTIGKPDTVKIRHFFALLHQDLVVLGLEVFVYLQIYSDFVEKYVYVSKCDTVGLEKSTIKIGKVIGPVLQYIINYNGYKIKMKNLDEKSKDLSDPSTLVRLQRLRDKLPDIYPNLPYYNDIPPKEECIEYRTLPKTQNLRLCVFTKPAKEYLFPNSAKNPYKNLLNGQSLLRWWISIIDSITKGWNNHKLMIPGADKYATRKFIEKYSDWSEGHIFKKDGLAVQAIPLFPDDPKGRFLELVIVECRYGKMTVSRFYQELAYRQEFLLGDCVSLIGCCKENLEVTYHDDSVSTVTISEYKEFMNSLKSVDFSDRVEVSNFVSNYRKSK
PvdQ inh – blocks Pseudomonas aeruginosa PvdQ acylase activity; purified PvdQ acylase, fluorescence plate reader; inhibition, % at 10 µM; 340,000 compounds, 0.063% hits; in the data active means inhibition above about 30%, passing the limit was not always enough;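 further: 0% = vehicle neutral wells and 100% = reference inhibitor wells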
MITF act – MITF TRPM1 promoter activation in melanoma cells. SK-MEL-5 TRPM1-promoter luciferase, 24 h; % of positive control, neutral wells = 0. 300,000 compounds, 0.75% hits. activation, % at 12.5 µM;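 active means mean activation of at least 80% with every replicate also reaching 80%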;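 further: 0% = neutral control wells and 100% = parthenolide positive control wells; values of inactives mirror those of a sister screen read the other way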
Starred values were filed as active, the others as inactive; . = no result given. No enrichment for hits; about 4.4% have a hit in one of these screens.

cpd | SMILES | SR-BI HDL uptake | RTF Ca sens act | dFosB activator | SR-BI DiI-HDL act | HTR5A ag ctr
1 | Cc1ccc2c(c1C)-c1c(ccc(C)c1C)C(=O)C2=O | 46 | -1 | -29 | -46 | 3
2 | N#CCCn1nnc2ccccc21 | -20 | 16 | 2 | 20 | -1
3 | CN1CCN(C(=O)/C(=C/c2cccc([N+](=O)[O-])c2)NC(=O)c2ccccc2)CC1 | -15 | 9 | 2 | 15 | -1
4 | CCCN1CCC2(CC1)C(C#N)=C(N)Oc1c2sc2nc(C)cc(C)c12 | -17 | 4 | -22 | 17 | 6
5 | Cn1c(CC(=O)Nc2ccc(F)cc2)nnc1SCC(=O)Nc1nncs1 | -15 | 5 | 13 | 15 | -1
6 | O=C(C1CCN(S(=O)(=O)c2cccc3cccnc23)CC1)N1CCN(c2ccccc2)CC1 | 13 | 1 | -1 | -13 | 0
7 | COc1ccc2oc(C(=O)OCC(=O)NCc3ccc(OC)c(OC)c3)c(C)c2c1 | 17 | -4 | 10 | -17 | -1
8 | COC(=O)C1=C(C(=O)OC)C(c2ccc(OC)c(OC)c2)c2sc(=O)[nH]c2S1 (stereo unspecified) | -11 | -5 | 2 | 11 | -3
9 | CCOC(=O)N1CCC(=NNC(N)=O)CC1 | -35 | -4 | -4 | 35 | -1
10 | O=C(COC(=O)c1ccc(Br)o1)NC1CCCCC1 | -11 | 0 | -6 | 11 | 0
11 | CCCCNC(=O)N1CCN(C/C=C/c2ccccc2)CC1 | -13 | -8 | 4 | 13 | 3
12 | CCOc1ccc(S(=O)(=O)N2CCN(C(=S)NCc3ccco3)CC2)cc1 | -13 | -2 | -4 | 13 | 5

cpd | CDK5 inh | Wnt act | Rtt109 HAT inh | PvdQ inh | MITF act
1 | 1.6 | -10 | 3 | -12 | .
2 | -0.6 | . | 4 | -5 | .
3 | 0.7 | -2 | -20 | -12 | 0
4 | 1.7 | . | 5 | -5 | 10
5 | 0.1 | -2 | -5 | -15 | 11
6 | -0.5 | -3 | 24 | 8 | -21
7 | 0.4 | -6 | -4 | -4 | -6
8 | -0.8 | 1 | -3 | 4 | -6
9 | 2.1 | 0 | -3 | 6 | 6
10 | 0.9 | -1 | 8 | -6 | 8
11 | -0.4 | -2 | -3 | -4 | 12
12 | -0.7 | -2 | 6 | 4 | 0

More compounds follow:
cpd | SMILES | SR-BI HDL uptake | RTF Ca sens act | dFosB activator | SR-BI DiI-HDL act | HTR5A ag ctr
13 | Cc1ccc2c(c1)cc(C(=O)N[C@@H](Cc1ccccc1)C(=O)O)n2C | -7 | -3 | -1 | 7 | -2
14 | CC(=O)N1CCCC(C(=O)c2ccc3c4c(cccc24)CC3)C1 (stereo unspecified) | 22 | 3 | -8 | -22 | 1
15 | Oc1ccc(-c2nncn2-c2ccccc2)cc1 | 1 | -2 | -2 | -1 | 2
16 | COc1ccc(-n2nnnc2CNC(=O)c2ccc(S(=O)(=O)N3CCOCC3)cc2)cc1 | -21 | 1 | -13 | 21 | -4
17 | CCOCCCNc1nc2c(-c3ccccc3)nnn2c2ccccc12 | 20 | 0 | -1 | -20 | 0
18 | CCc1ccccc1NC(=O)COC(=O)c1c(C)nsc1NC | -12 | -2 | 11 | 12 | 6
19 | O=C(COC(=O)c1c(F)cccc1F)NCCNC(=O)COC(=O)c1c(F)cccc1F | 0 | -3 | 3 | 0 | 5
20 | COC(=O)COc1ccc2cc(-c3ccc(OC)cc3)c(=O)oc2c1 | -5 | 0 | -9 | 5 | 0
21 | COc1cccc(/C=C2\CCCCC2=O)c1 | -9 | 3 | -12 | 9 | -1
22 | CCc1ccccc1NC(=O)N1C2CCCC1CC(NC(C)=O)C2 (stereo unspecified) | -6 | 4 | 0 | 6 | 5
23 | COc1cc(C(=O)NC2=NCCS2)cc(OC)c1OC | -7 | -2 | -1 | 7 | -3
24 | COc1ccc(OCCN2CCCC2)cc1Nc1nnc(Cl)c(Nc2ccccc2S(C)(=O)=O)n1 | 5 | 1 | 7 | -5 | 11

cpd | CDK5 inh | Wnt act | Rtt109 HAT inh | PvdQ inh | MITF act
13 | -0.4 | 0 | 1 | -3 | 8
14 | -0.5 | 0 | 4 | -15 | -4
15 | -2.1 | 1 | 2 | -18 | 24
16 | 0.0 | -3 | -2 | -12 | -9
17 | -1.0 | -2 | -4 | -11 | -21
18 | -5.7 | 2 | 1 | -7 | -14
19 | 0.3 | 0 | 0 | -8 | 6
20 | -2.1 | 0 | -27 | -23 | 2
21 | -0.5 | 4 | 0 | 3 | 17
22 | -1.6 | . | -1 | -7 | .
23 | 0.2 | 0 | 2 | -15 | -13
24 | 0.3 | . | 6 | 3 | .

Shown with tabs: 10 of the compounds above.
cpd	mol	SR-BI HDL uptake	RTF Ca sens act	dFosB activator	SR-BI DiI-HDL act	HTR5A ag ctr	CDK5 inh	Wnt act	Rtt109 HAT inh	PvdQ inh	MITF act
14	CC(=O)N1CCCC(C(=O)c2ccc3c4c(cccc24)CC3)C1 (stereo unspecified)	22	3	-8	-22	1	-0.5	0	4	-15	-4
15	Oc1ccc(-c2nncn2-c2ccccc2)cc1	1	-2	-2	-1	2	-2.1	1	2	-18	24
16	COc1ccc(-n2nnnc2CNC(=O)c2ccc(S(=O)(=O)N3CCOCC3)cc2)cc1	-21	1	-13	21	-4	0.0	-3	-2	-12	-9
17	CCOCCCNc1nc2c(-c3ccccc3)nnn2c2ccccc12	20	0	-1	-20	0	-1.0	-2	-4	-11	-21
18	CCc1ccccc1NC(=O)COC(=O)c1c(C)nsc1NC	-12	-2	11	12	6	-5.7	2	1	-7	-14
19	O=C(COC(=O)c1c(F)cccc1F)NCCNC(=O)COC(=O)c1c(F)cccc1F	0	-3	3	0	5	0.3	0	0	-8	6
20	COC(=O)COc1ccc2cc(-c3ccc(OC)cc3)c(=O)oc2c1	-5	0	-9	5	0	-2.1	0	-27	-23	2
21	COc1cccc(/C=C2\CCCCC2=O)c1	-9	3	-12	9	-1	-0.5	4	0	3	17
22	CCc1ccccc1NC(=O)N1C2CCCC1CC(NC(C)=O)C2 (stereo unspecified)	-6	4	0	6	5	-1.6	.	-1	-7	.
23	COc1cc(C(=O)NC2=NCCS2)cc(OC)c1OC	-7	-2	-1	7	-3	0.2	0	2	-15	-13

Back to the main list with the 2 entries that preceded the break.
cpd | SMILES | SR-BI HDL uptake | RTF Ca sens act | dFosB activator | SR-BI DiI-HDL act | HTR5A ag ctr
23 | COc1cc(C(=O)NC2=NCCS2)cc(OC)c1OC | -7 | -2 | -1 | 7 | -3
24 | COc1ccc(OCCN2CCCC2)cc1Nc1nnc(Cl)c(Nc2ccccc2S(C)(=O)=O)n1 | 5 | 1 | 7 | -5 | 11
25 | CC(=O)C(=Cc1ccc(C(=O)O)cc1)C(C)=O | 0 | 2 | -7 | 0 | 5
26 | Cc1nc2ccc(NC(=O)CCS(=O)(=O)c3ccccc3)cc2s1 | 0 | -8 | 1 | 0 | 2
27 | CCN(CCn1cccn1)C(=O)C1CCC(=O)N(CC2CCCCC2)C1 (stereo unspecified) | -16 | -1 | -4 | 16 | -1
28 | CC(C)Cc1csc(NC(=O)C(C)C)c1C(=O)O | -29 | -1 | 2 | 29 | -1
29 | CCCN(CCC)S(=O)(=O)c1cccc(C(=O)N=c2sccn2C)c1 | 9 | -5 | -12 | -9 | 2
30 | CC(=O)N1CCc2c(sc(NC(=O)CS(=O)(=O)c3ccc(F)cc3)c2C(N)=O)C1 | -4 | 10 | -2 | 4 | 1
31 | Oc1ccc(C(=S)N2CCCCCC2)cc1 | -16 | -1 | 10 | 16 | -3
32 | CCOC(=O)C1CCCN(S(=O)(=O)c2ccc(-c3cc(C)no3)s2)C1 (stereo unspecified) | 9 | 1 | -5 | -9 | 1
33 | Cc1nc2c(C)cccn2c1/C(O)=C1\C(=O)C(=O)N(CCN(C)C)C1c1ccncc1 (stereo unspecified) | -7 | 0 | 5 | 7 | 4
34 | COc1cc(OC)cc(C(=O)Nc2nnc(NC(=S)Nc3ccccc3)s2)c1 | 65 | 9 | -5 | -65 | 15*
35 | CCC(C)[C@H](NC(=O)c1cn(CC)c2cc3c(cc2c1=O)OCO3)C(=O)NCCCn1ccnc1 (stereo partly specified) | 1 | 4 | -11 | -1 | -3
36 | COc1ccc(-c2cnn3c4c(c(C)nc23)CCN4C(C)C)cc1OC | 30 | 1 | 0 | -30 | -1

cpd | CDK5 inh | Wnt act | Rtt109 HAT inh | PvdQ inh | MITF act
23 | 0.2 | 0 | 2 | -15 | -13
24 | 0.3 | . | 6 | 3 | .
25 | 0.6 | -1 | -16 | -10 | 9
26 | 0.5 | 12 | -2 | -8 | 6
27 | 0.9 | 0 | -4 | -9 | 11
28 | -0.3 | 0 | -1 | -6 | -13
29 | -4.7 | 3 | -12 | -10 | -8
30 | 1.1 | -6 | 5 | -14 | 10
31 | 1.8 | . | 3 | 4 | .
32 | 1.6 | -2 | -8 | 2 | 0
33 | -0.4 | -1 | 3 | 1 | -8
34 | 0.0 | . | -5 | 19 | -2
35 | -0.9 | -1 | -7 | -17 | 2
36 | -1.0 | . | -7 | -10 | .

(more compounds)
cpd | SMILES | SR-BI HDL uptake | RTF Ca sens act | dFosB activator | SR-BI DiI-HDL act | HTR5A ag ctr
37 | CSCc1ccc(C(=O)NC2CC(C)(C)Cc3c2cnn3-c2ccc(F)cc2)o1 (stereo unspecified) | 42 | 0 | -7 | -42 | 0
38 | C[n+]1c2n(c3ccccc31)N=C(c1ccc(Cl)cc1)CS2 | 1 | 3 | -18 | -1 | -3
39 | CCOc1cc(CNc2ccc(N3CCN(C(C)=O)CC3)cc2)cc(Br)c1OC | 17 | -2 | -6 | -17 | 1
40 | C/C(=N\NC(=O)c1c[nH]c2ccccc12)c1ccc(C)s1 | 4 | -1 | 5 | -4 | -3
41 | O=C(CC12CC3CC(CC(C3)C1)C2)N1CCCC1 | -1 | -3 | 3 | 1 | 1
42 | CC(C)[C@H](NC(=O)N1CCn2c1nc1ccccc12)C(=O)N[C@@H](Cc1ccccc1)C(=O)O | -2 | 0 | -4 | 2 | .
43 | CC1CC2(CC(C)(C(=O)CSc3n[nH]c(-c4ccccc4Cl)n3)OC2=O)C(=O)O1 (stereo unspecified) | 14 | 0 | -4 | -14 | 1
44 | O=C(O)CCn1c(SCCOc2ccccc2F)nc2ccccc21 | 0 | -4 | -2 | 0 | 1
45 | CCOc1ccc(NC(=O)CN2CCN(S(=O)(=O)c3ccc(Cl)cc3)CC2)cc1 | 3 | -2 | -5 | -3 | 1
46 | CCc1ccc(-c2cc(C(F)(F)F)n3nc(C(=O)Nc4c(C)nn(Cc5ccccc5Cl)c4C)cc3n2)s1 | 51 | -3 | -20 | -51 | -6

cpd | CDK5 inh | Wnt act | Rtt109 HAT inh | PvdQ inh | MITF act
37 | 0.0 | 3 | 8 | -12 | -2
38 | -0.7 | . | 9 | -11 | .
39 | -1.6 | . | 12 | -6 | 3
40 | 2.7 | 0 | 2 | -3 | 12
41 | 1.7 | -3 | -4 | -8 | 3
42 | 0.9 | -1 | 2 | -6 | -7
43 | -2.2 | 0 | -5 | -9 | -12
44 | 2.9 | 1 | -2 | 10 | .
45 | -0.8 | -3 | -7 | -8 | 4
46 | -0.6 | . | -70 | -12 | -6
